# Pf growth 48h: P. falciparum growth inhibition at 48 hours (one generation) | Potency, µM (series often up to 28.7 µM), inactives show top-dose activity change, negative = inhibition, hits mostly inhibitors | P. falciparum luciferase growth in erythrocytes, 48 h | hit rate 5.9% among 310,000; also: potency is read from the fitted curve at half-maximal effect; % is scaled to controls: 0 for no effect and ±100 for the full control effect
#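 Erythrocytes infected with P. falciparum carrying an integrated firefly luciferase reporter (2% hematocrit, 0.1% parasitemia final) were exposed to compounds in RPMI 1640 with 0.5% Albumax at 37 C, 5% CO2. Growth inhibition was scored as reduced luminescence.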
# HCV inh: HCV inhibition; hit rate 3.4% among 340,000; Potency, µM (doses to about 41.8 µM), for the others: at the top dose activity change, negative = inhibition, hits mostly inhibitors; Huh7.5.1 HCVcc-Cre infection, luciferase reporter, 44 h; AID 651820; also: potency is read from the fitted curve at half-maximal effect; % is scaled to controls: 0 for no effect and ±100 for the full control effect
#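 HCVcc-Cre virus at an moi near 0.5 was added right after compound to cells cultured 4 h from seeding (1,000 cells/well). Luciferase activity was determined 44 h later, 15 min after substrate addition at RT.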
# Pf growth 96h: inhibits malaria parasite growth, 96 h. P. falciparum luciferase reporter growth, 96 h. Potency, µM (doses to about 28.7 µM), without a hit: top-dose activity change, negative = inhibition, hits mostly inhibitors. hit rate 6.9% among 320,000. AID 504834; also: potency is read from the fitted curve at half-maximal effect; % is scaled to controls: 0 for no effect and ±100 for the full control effect
#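 Infected RBCs, 2% Hct / 0.05% parasitemia final; luciferase-reporter P. falciparum; cpd 96 h, 37 C, 5% CO2; luciferase detection reagent; luminescence.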
# Shiga inhibitor: blocks Shiga toxin action in Vero cells. Vero cells, Shiga toxin protein synthesis inhibition reporter. inhibition, % at 38.7 µM. hit rate 9.2% among 290,000. AID 2315; in the data active = inhibition mostly above about 28%, no sharp cut-off; inactive = mostly below about 43%; also: 0% is about no effect
# CHX counter: counter-screen hit for Shiga toxin inhibitors, cycloheximide. max response, %. hit rate 12% among 300,000. AID 2314. cell reporter, cycloheximide protein synthesis inhibition counterscreen; in the data active = max response mostly above about 13%, no sharp cut-off; inactive = mostly below about 14%; also: read at 38.3 µM for the half of the compounds with a filed dose; 0% is about no effect
# Giardia FBPA inh: Giardia lamblia aldolase inhibition; Potency, µM (top dose mostly 59.6 µM), without a hit: at the highest dose activity, negative = inhibition, most hits filed as inhibitors; A8B2U2; purified Giardia FBPA; AID 2451; hit rate 0.71% among 290,000; also: potency is read from the fitted curve at half-maximal effect; % is scaled to controls: 0 for no effect and ±100 for the full control effect; nearly all actives have a fitted effect of over 55% in size
# Target sequence (A8B2U2 whole entry, looked up): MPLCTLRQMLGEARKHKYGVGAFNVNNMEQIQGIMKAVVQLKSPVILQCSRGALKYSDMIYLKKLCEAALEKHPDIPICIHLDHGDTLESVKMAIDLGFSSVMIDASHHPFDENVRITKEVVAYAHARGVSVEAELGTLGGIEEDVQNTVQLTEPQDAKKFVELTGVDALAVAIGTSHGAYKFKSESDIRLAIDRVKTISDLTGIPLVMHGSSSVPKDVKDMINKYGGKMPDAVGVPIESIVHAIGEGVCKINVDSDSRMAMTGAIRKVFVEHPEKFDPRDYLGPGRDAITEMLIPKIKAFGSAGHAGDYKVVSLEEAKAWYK
#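 40 nM FBPA preincubated 10 min at RT with compound (up to 57.5 uM final), then substrate plus GAPDH/TPI/NAD/arsenate coupling and diaphorase/resazurin added. Fluorescence read after 20 min at RT, 525/598 nm.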
# An asterisk follows results filed as active; ? = inconclusive; . = not tested or not shown; [ ] = remark or other dose. Unless noted, calls follow the shape of the dose curve; as a rule, active = well fitted curve in the direction sought with a large enough effect; inconclusive = small, poorly fitted or top-dose-only effect, or another doubt; inactive = no such curve, though single readings can be large; an effect the other way counts as inactive or inconclusive.
# Screens in order – Pf growth 48h	HCV inh	Pf growth 96h	Shiga inhibitor	CHX counter	Giardia FBPA inh
O=C(/C=C/c1ccccc1)OCC(=O)N1CCN(c2ccccc2)CC1
  22.9%	12.0%	2.7%	.	.	.
O=C(COC(=O)CCCN=C1NS(=O)(=O)c2ccccc21)NC(=O)NC1CCCC1
  1.9%	6.2%	-7.7%	26.0	-5.0	0.2%
COc1ccc(-c2nn(-c3ccccc3)cc2C(=O)O)cc1
  .	11.1%	5.1%	7.3	4.8	1.3%
CCCCn1c(O)c(C(C)=NCCc2ccccc2)c(=O)[nH]c1=O
  ?	-1.4%	?	-2.8	-1.0	5.1%
Cc1ccc(NC(=O)c2oc3ccccc3c2C)nc1
  113.8%[activator]	-28.7%	152.6%[activator]	88.2*	63.3*	1.7%
CC(C)(C)NC(=S)NC1CC1
  8.4%	13.4%	-9.3%	15.1	-2.5	-3.2%
O=C(Nc1cc(-c2ccccc2)cs1)c1ccco1
  ?	?	2.33µM*	.	.	.
COc1cccc(CN(C)CC(=O)Nc2cccc3ccccc23)c1
  -11.4%	6.8%	4.1%	-10.8	-1.6	17.7µM*
O=C(NC1(c2ccccc2)CC1)C1CCC(=O)N(Cc2ccc(Cl)cc2)C1 (stereo unspecified)
  -7.8%	11.5%	-0.2%	-0.8	6.9	.
O=S(=O)(c1ccc(NCCCO)nc1)N1CCOCC1
  ?	21.4%	11.7%	.	.	.
COc1ccccc1C(=O)COC(=O)Cn1nc(C)c([N+](=O)[O-])c1C
  ?	-18.6%	25.6%	.	.	.
CC(OC(=O)C1=COCCO1)C(=O)NC1CCCCC1C (stereo unspecified)
  -5.6%	7.2%	-26.3%	.	.	.
CN(C)c1ccc(NC(=O)Nc2csc3ccccc23)cc1
  ?	-29.3%	5.22µM*	75.8*	44.2*	?
COc1ccc(C(=O)NCCS(=O)(=O)N(C)C2CCCCC2)cc1
  0.6%	-4.6%	?	.	.	.
Cc1nn2c(N3CCN(C(=O)c4ccco4)CC3)cc(C(C)(C)C)nc2c1-c1ccc(Cl)cc1
  ?	.	?	33.5	2.0	3.3%
Cc1cc(C(=O)CSc2nc(N)cc(N)n2)c(C)n1-c1cccc(C(F)(F)F)c1
  ?	?	?	-7.1	-3.0	-1.7%
CC(C)(C)c1nnc(N/N=C/c2ccccc2)n(N)c1=O
  -1.5%	11.0%	0.6%	37.8	11.0*	-0.3%
NC(=O)C1CCN(S(=O)(=O)c2cccc(C(=O)O)c2)CC1
  -5.6%	7.4%	.	-1.9	-1.3	8.4%
COCCCNC(=S)Nc1c(C)cc(C)cc1C
  13.5%	1.5%	-12.1%	21.0	-2.5	-8.2%
Cc1ccc(C)n1-c1ccc(C(=O)NN=C2CCCC2)cc1
  11.0%	1.3%	-16.7%	25.8	7.9	-7.3%

# Fetched by compound from above, 3 records:
# Screens in order – Pf growth 48h	HCV inh	Pf growth 96h	Shiga inhibitor	CHX counter	Giardia FBPA inh
COc1ccc(C(=O)NCCS(=O)(=O)N(C)C2CCCCC2)cc1
  0.6%	-4.6%	?	.	.	.
Cc1ccc(NC(=O)c2oc3ccccc3c2C)nc1
  113.8%[activator]	-28.7%	152.6%[activator]	88.2*	63.3*	1.7%
CN(C)c1ccc(NC(=O)Nc2csc3ccccc23)cc1
  ?	-29.3%	5.22µM*	75.8*	44.2*	?

# (continued)
# Screens in order – Pf growth 48h	HCV inh	Pf growth 96h	Shiga inhibitor	CHX counter	Giardia FBPA inh
O=C1C2C3C=CC(C4CC34)C2C(=O)N1/N=C/c1ccc(-c2ccc(Cl)cc2[N+](=O)[O-])o1 (stereo unspecified)
  .	?	16.8%	-4.6	-2.1	-27.7%
O=C(NCCc1c[nH]c2ccccc12)C(=O)NCC(c1ccco1)N1CCN(c2ccccc2)CC1 (stereo unspecified)
  -8.4%	5.7%	?	-8.5	-1.9	5.4%
CC(C)N1C(=O)C(=O)N(CC(=O)N(C)c2ccccc2)C1=O
  -20.6%	4.1%	0.3%	.	.	.
Cc1nc2ccccn2c1C(=O)Nc1ccc(Cl)cc1
  59.0%[activator]	1.4%	38.2%[activator]	51.6	24.4*	-2.8%
COc1ccc(CNC(=O)CCCn2nc(C)n3ccnc3c2=O)cc1
  4.2%	8.9%	9.6%	2.7	-1.6	-2.5%
COc1ccc(/C=C/C(=O)C23CC4CC(CC(C4)C2)C3)cc1CN1CCOCC1
  13.1µM*	?	20.9%	-11.1	-1.5	0.1%
O=C(c1cccnc1)N1CCN(CCCc2ccccc2)CC1
  -7.0%	-11.2%	?	19.5	-7.6	?
Cc1ccc(-c2nnc(CSc3nc4cc5c(cc4cc3C)OCO5)o2)cc1
  9.3%	?	13.1µM*	-5.1	-4.5	-3.0%
CN(C)c1ccc(NC(=O)Cn2ncn3c(cc4ccccc43)c2=O)cc1
  ?	19.8%	.	27.1	13.3	3.5%
Cc1cccc(CSCCNC(=O)CSCc2ccc([N+](=O)[O-])cc2)c1
  -4.3%	-12.8%	29.9%	15.0	-1.6	1.0%
CC(=O)Nc1ccc(S(=O)(=O)N(C#N)c2nc(C)cc(C)n2)cc1
  12.5%	0.8%	-2.1%	-2.4	-1.3	?
O=C(c1ccoc1)N1CCCC(N2CCN(c3cccc(C(F)(F)F)c3)CC2)C1 (stereo unspecified)
  -25.8%	-27.4%	-4.6%	-28.9	3.1	.
CN(C(=O)COC(=O)c1ccccc1SCC(=O)N1CCCC1)c1ccccc1
  -24.2%	0.0%	?	-4.6	0.8	14.6%
CCC1(C)NC(=O)N(CC(=O)c2cc(C)n(C3CC3)c2C)C1=O (stereo unspecified)
  12.5%	0.6%	4.1%	.	.	.
O=C(CSc1ccccn1)N1CCN(c2ccccc2)CC1
  33.3%[activator]	7.3%	.	35.1*	34.8*	-9.9%
CCOC(=O)CSc1nnc(CSc2nc3ccccc3c(=O)[nH]2)n1-c1ccccc1
  5.9%	15.7%	?	-16.7	8.2	-2.5%
CC(C)c1nnc(NC(=O)CCC(=O)NCc2cccs2)s1
  .	22.5%	-2.0%	-7.8	-4.7	7.5%
Cc1ccc(-c2nc(Nc3ccc(N4CCOCC4)cc3)c3ccccc3n2)cc1
  13.1µM*	?	?	52.4*	15.9	-19.3%
COc1ccccc1C(=O)NNC(=O)c1cccc(Br)c1
  165.8%[activator]	3.6%	-12.9%	.	35.0*	-15.7%
Cc1ccc(C(=O)N2CCN(c3ccc(NC(=O)c4ccc(Br)o4)cc3)CC2)cc1
  10.4µM*	10µM*	.	-23.7	-3.2	-5.7%

# Screens in order – Pf growth 48h	HCV inh	Pf growth 96h	Shiga inhibitor	CHX counter	Giardia FBPA inh
CC(=O)c1sc(=S)n(Cc2ccccc2)c1C
  12.3%	-3.8%	17.6%	0.4	-1.5	6.9%
CCC(CO)NS(=O)(=O)c1cc(-c2nn(C)c(=O)c3ccccc23)ccc1C (stereo unspecified)
  -4.1%	?	137.4%[activator]	-22.0	-2.2	-1.4%
CCOC(=O)c1ccc(N=Nc2c(C)[nH]n(-c3ccccc3)c2=O)cc1
  -3.7%	11.1%	0.0%	-5.2	-1.6	10µM*
NC(=O)CSc1nc2ccccc2c(=O)n1Cc1ccccc1
  7.3%	2.4%	99.2%[activator]	-7.9	1.3	-8.3%
CC(C)Oc1ccc(C(=O)N2CCN(C(=O)c3ccco3)CC2)cc1
  -5.1%	19.0%	10.4µM*	-6.1	0.7	.
O=C(Cn1cnc2cc([N+](=O)[O-])ccc2c1=O)NC(=O)NCc1ccccc1
  ?	-8.2%	?	27.3	5.3	-13.3%
CN(Cc1ccon1)Cc1cn(C)nc1-c1ccc(Oc2ccccc2)cc1
  -17.0%	-5.5%	-1.3%	-1.7	-1.9	-11.3%
O=C(N/N=C/c1cccc([N+](=O)[O-])c1)c1cccs1
  90.1%[activator]	-7.3%	398.3%[activator]	33.7	26.3*	-9.5%
O=C(c1cnn2c1NC(c1ccc(Br)cc1)CC2C(F)(F)F)N1CCN2CCCC2C1 (stereo unspecified)
  ?	?	?	-16.2	-3.7	-0.2%
O=C(COC(=O)c1ccccc1SCC(=O)N1CCCC1)Nc1ccccc1C(F)(F)F
  10.2%	2.1%	20.8%	-2.7	-1.7	.
N#CC1=C(N)Oc2cc(N)ccc2C1c1ccc(F)cc1F (stereo unspecified)
  0.7%	?	5.86µM*	-2.0	-2.1	5.8%
COC(=O)c1ccc2c(c1)N(C)C(=O)CS2
  .	6.8%	16.4%	-5.2	-2.6	3.5%
COc1ccc(Cl)cc1NC(=O)CN(C)C(=O)Cc1ccc2c(c1)CCC2
  ?	-13.7%	0.0%	35.6	4.7	-17.3%
COc1cccc(NC(=O)c2ccc(NC(C)=O)cc2)c1
  .	-8.3%	55.9%[activator]	20.5	33.4*	-5.7%
CCOc1ccc(N(C)S(=O)(=O)c2cc(-c3cc(C)no3)ccc2C)cc1
  ?	?	-20.8%	16.1	10.6	-5.3%
COc1ccc2[nH]c(=O)c(CN(Cc3ccc4c(c3)OCO4)C(C)=O)cc2c1
  6.3%	7.3%	?	-2.5	0.6	5.0%
COc1cccc(/C=C2\SC(=O)N(CC(=O)NCCCn3ccnc3)C2=O)c1
  11.7%	6.8%	18.4%	28.9*	10.8	2.0%
Nc1nc(-c2ccco2)nn1C(=O)c1ccccc1Cl
  9.3%	1.0%	-14.2%	28.7	19.0	1.5%
Cc1ccc(NC(=O)c2ccc3c(c2)S(=O)(=O)c2ccccc2C3=O)cc1S(=O)(=O)N1CCOCC1
  -5.2%	-24.9%	?	-5.3	-1.6	0.2%
COC(=O)[C@@H]1CCCN1C(=O)c1ccc(OC2CCN(Cc3ccccn3)CC2)cc1
  4.4%	10.8%	96.3%	-4.6	1.9	-14.4%

# Screens in order – Pf growth 48h	HCV inh	Pf growth 96h	Shiga inhibitor	CHX counter	Giardia FBPA inh
Cc1ccc(C(=O)NC2CCCc3ccccc32)cc1[N+](=O)[O-] (stereo unspecified)
  ?	?	?	40.6	8.4	-9.0%
Cc1c(C(=O)Nc2cccc(F)c2)cnn1-c1ccccc1
  262.1%[activator]	11.2µM*	-11.2%	63.6*	39.0*	3.9%
Cc1ccc(CSc2nc3ccccc3c(=O)[nH]2)cc1
  19.0%	-12.3%	?	35.0	38.0*	-1.9%
COc1ccc(CN2C(=O)c3cccc4cccc2c34)cc1F
  22.6%	5.7%	0.0%	-3.5	5.6	-7.6%
CCNc1ccc(C(=O)NN=C2CCCC2)cc1[N+](=O)[O-]
  0.0%	-11.6%	?	-15.9	2.9	2.4%
O=[N+]([O-])C(C1CCS(=O)(=O)C1)C1CCS(=O)(=O)C1 (stereo unspecified)
  1.7%	13.4%	5.8%	-5.8	0.9	4.0%
CC(C)CC(=O)Nc1ccc2c(c1)nc(CCN1CCOCC1)n2C
  14.2%	11.5%	-11.5%	19.2	-1.9	-5.1%
Cc1ccc(OC(=O)c2ccc3nc(C)sc3c2)cc1
  126.1%[activator]	4.3%	-7.7%	71.3	12.2	2.3%
COC(=O)N(NC(=O)C(O)(c1ccccc1)c1ccccc1)c1ccccc1
  -1.9%	2.6%	13.0%	-6.0	-1.2	1.2%
COc1ccc(CN2CCCC(C(=O)c3ccccc3SC)C2)cc1O (stereo unspecified)
  ?	-6.7%	0.0%	-16.6	-2.3	-4.3%
O=C(c1ccc(COc2ccccc2Br)o1)N1CCCCCC1
  -2.6%	-26.3%	-2.1%	31.6*	26.4*	2.7%
COc1cc(/C=N/N2CCN(Cc3ccc(C)cc3)CC2)cc(OC)c1O
  16.8%	-21.4%	20.4%	-1.1	-2.3	0.3%
CC(=O)C1=C(O)C(=O)N(c2cccnc2)C1c1ccc(Cl)cc1 (stereo unspecified)
  91.7%[activator]	6.9%	26.4%	-13.1	2.7	-0.5%
N#C/C(C(=O)N1CCCCC1)=C1/N=C(N)c2ccccc21
  26.3%	-15.1%	34.0%[activator]	37.2	15.8*	3.9%
Cc1ccc(/C=C/C(=O)C2C(=O)c3ccccc3C2=O)cc1
  1.65µM*	?	?	2.9	10.5	20.8%
